TDP1 cell CPT: qHTS for Inhibitors of human tyrosyl-DNA phosphodiesterase 1 (TDP1): qHTS in cells in presence of CPT | chicken DT40 Tdp1-/-;hTDP1 cells + 20 nM CPT, ATP luminescence, 48 h | Potency, µM (titrated, usually from 46.2 µM), for the others: top-dose activity change, negative = growth inhibition, usual class: inhibitors | hit rate 12% among 420,000; note: nearly all actives have a fitted effect of over 55% in size
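Cell growth measured by CellTiter-Glo luminescence after a minimum 48 h, 37 C compound exposure with 20 nM CPT in Tdp1-knockout DT40 cells stably expressing hTDP1, seeded 400/well; qHTS titration format.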
FEN1 inhibitor: qHTS Assay for the Inhibitors of Human Flap endonuclease 1 (FEN1) | P39748 | Recombinant FEN1 flap cleavage, fluorescence, 15 min | Potency, µM (doses to about 114 µM), without a hit: at the top dose activity change, negative = inhibition, actives largely listed as inhibitors | hit rate 0.35% among 390,000; note: nearly all actives have a fitted effect of over 65% in size
Target sequence (P39748 whole entry, looked up): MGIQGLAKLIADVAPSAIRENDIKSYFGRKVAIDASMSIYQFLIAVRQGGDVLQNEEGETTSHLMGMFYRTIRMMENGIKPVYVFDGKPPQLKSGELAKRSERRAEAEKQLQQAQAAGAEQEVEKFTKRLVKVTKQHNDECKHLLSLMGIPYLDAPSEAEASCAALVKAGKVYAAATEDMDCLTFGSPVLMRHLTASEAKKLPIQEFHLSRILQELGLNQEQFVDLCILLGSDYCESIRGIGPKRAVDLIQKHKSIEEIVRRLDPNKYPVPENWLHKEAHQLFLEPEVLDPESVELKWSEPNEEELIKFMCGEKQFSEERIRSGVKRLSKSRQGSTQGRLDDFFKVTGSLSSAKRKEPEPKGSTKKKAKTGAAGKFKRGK
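Compounds are tested as a concentration series against 10 nM FEN1; after a 15 min room-temperature preincubation, 50 nM substrate starts cleavage, with plate reads at 0 and 15 min. Normalized responses are fitted by a Hill equation.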
KAT2A inh: qHTS Assay for Inhibitors of GCN5L2; Histone acetyltransferase KAT2A (Homo sapiens), Q92830; GCN5L2 HAT assay, ThioGlo1 CoA-SH fluorescence; Potency, µM (highest dose often 58.9 µM), for inactives: at the top dose activity change, negative = inhibition, hits mostly inhibitors; hit rate 0.21% among 390,000
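Free CoA generated was detected with ThioGlo1 (50uM) fluorescence at Ex340nm/Em540nm, read immediately and after 20 min at room temperature. Enzyme, 20 nM in HEPES pH 7.5 buffer, saw compounds 15 min before adding 75uM H3(1-25) peptide and 70uM acetyl-CoA.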
Active calls of the source: *; u = inconclusive; x = no result given; & = joins results of further samples; [ ] = remark or other dose. Calls come from the whole dose curve; as a rule, active = well fitted curve in the direction sought with a large enough effect; inconclusive = small, poorly fitted or top-dose-only effect, or another doubt; inactive = no such curve, though single readings can be large; an effect the other way counts as inactive or inconclusive. % is set by controls: 0 for no effect and ±100 for the full control effect; potency is the fitted concentration of half-maximal effect. Some of the compounds tested. The share of hits here may be higher or lower than overall.

SMILES	TDP1 cell CPT	FEN1 inhibitor	KAT2A inh
CCNS(=O)(=O)c1ccc(NC(=S)NCc2ccco2)cc1	u	-2.2%	3.7%
CCCCn1c(N)c(N(CC(C)C)C(=O)C2CCCN(C(=O)c3ccc(Cl)cc3)C2)c(=O)[nH]c1=O (stereo unspecified)	-16.4%	1.5%	1.9%
Cc1ccc(S(=O)(=O)NC(C)(C)CSc2ccccn2)cc1	-26.4%	4.4%	-1.7%
Nc1ncnc2c1nc(N1CCCCC1)n2[C@@H]1O[C@H](CO)[C@@H](O)[C@H]1O	-0.3%	16.5%	-1.5%
O=C(NCc1ccco1)/C(=C/c1ccc(C(F)(F)F)cc1)c1nc2ccccc2[nH]1	u	8.3%	-3.5%
CCN1C(=O)[C@H]2[C@@H](c3ccc(-c4ccc(Cl)c(Cl)c4)cc3)N[C@@](CC(C)C)(C(=O)OC)[C@H]2C1=O	4.11µM*	13.9%	-14.0%
COCCNCCOc1ccccc1-c1ccccc1	-25.5%	0.2%	-5.3%[0.501 µM]
CCN1CCN(CC(=O)Nc2sc3c(c2C#N)CCC(C)C3)CC1 (stereo unspecified)	u	8.6%	-4.5%
COc1ccc(-c2nc(C#N)c(N3CCC(C)CC3)o2)cc1	u	4.6%	-0.4%
COc1ccc(OCCCC(=O)OCC(=O)Nc2ncc(Cl)cc2Cl)cc1	6.0%	-16.2%	-6.9%
COCCN(C(=O)COC(=O)Cc1coc2cc3c(cc12)CCC3)c1c(N)n(Cc2ccccc2)c(=O)[nH]c1=O	u	2.9%	-20.1%
Cc1cc(NC(=O)c2ccc(Cl)cc2)n(-c2ccccc2)n1	-8.6%	10.6%	0.5%
Cc1cc2ccccc2cc(C)c1=O	-2.6%	-6.1%	-0.1%
COc1cc(C2Nc3ccccc3-c3cc(C)nn32)ccc1O (stereo unspecified)	u	-5.7%	-13.4%
CC(C)N(CC(N)=O)c1ccc(S(=O)(=O)N2CCCC2)cn1	-6.3%	23.3%	2.1%
O=C(Nc1ccc(N2CCN(C(=O)c3cccs3)CC2)cc1)c1ccc(Br)o1	u	1.3%	-1.3%
Cc1c(NC(=O)c2cc3ccccc3oc2=O)c(=O)n(-c2ccccc2)n1C	-3.6%	-7.9%	2.1%
FC(F)(F)c1nc(N2CCCC2)ncc1-c1nnnn1-c1ccccc1	16.4µM*	-17.6%	-18.3%
CN(C)c1ccc(C(=S)NCc2ccco2)cc1	u	-10.1%	-19.9%
Cc1ccc(Cn2ncc3c(NCCN(C)C)ncnc32)cc1	-9.0%	-2.1%	7.4%
C=CCNS(=O)(=O)c1ccc2c(c1)n(C)c(=O)n2C	9.1%	0.2%	-2.4%
CCn1ccc2cc(S(=O)(=O)N3CCC(C(=O)NCc4cccc(Cl)c4)CC3)ccc21	u	-4.9%	-6.2%
COCCNCC(=O)Nc1ccc(C)c(S(=O)(=O)N2CCCCC2)c1	7.0%	4.6%	-18.7%
CCC1CCCCN1CCCNC(=O)c1c(O)nc2cc(C)ccn2c1=O (stereo unspecified)	3.2%&14.7%	15.6%&5.7%	-0.3%&2.1%
CC(C)(C)[C@H]1C=C(C(=O)N2CCOCC2)O[C@@H](OCCCCO)C1	-1.0%	-17.7%	-2.8%
Cn1c(=O)c2c(nc(OCCc3ccccc3)n2C)n(C)c1=O	u	14.7%	0.8%
O=C(OCC(=O)N1CCOCC1)c1ccc(Cl)c(S(=O)(=O)N2CCc3ccccc32)c1	6.2%	-9.1%	-4.6%
NC(=O)c1cc(-c2csc(-c3cccnc3)n2)ccc1O	-23.3%	1.0%	-7.9%
Cn1nc(-c2ccccc2)cc1NC(=O)Nc1ccc(C(C)(C)C)cc1	u	u	-7.5%
CCCn1cccc(C(=O)Nc2ccc(OC)cc2)c1=O	20.5%	-14.0%	1.8%
CCOc1ccc2oc(C(=O)NCC(C)(C)CN(C)C)c(C)c2c1	u	-3.8%	-3.2%
CCCCN(C)C1CCN(C(=S)Nc2ccc(OC)cc2)CC1	13.1%	-4.1%	-4.8%
O=C(O)c1ccccc1N=N/C(=N/Nc1cc(S(=O)(=O)O)ccc1O)c1ccccc1	u	-28.4%	-6.2%
O=C(N/N=C\c1ccc(-c2ccc(Cl)c(Cl)c2)o1)C(=O)N1CCCC1	u	3.0%	-9.1%
O=C(c1ccccc1NS(=O)(=O)c1ccc(F)cc1)N1CCCCC1	3.6%	7.1%	-23.1%
COc1ccc(NC(C)=[N+](C)CCNS(=O)(=O)c2ccc(Cl)cc2)cc1Cl	u	15.8%	-18.5%
COc1ccc(/C=C/C(=O)c2cc(F)ccc2OC(=O)c2ccccc2)cc1OC	0.411µM*	2.9%	x
O=C(CN1C(=O)COc2ccccc21)N(Cc1ccc2c(c1)OCO2)CC1CCCO1 (stereo unspecified)	-17.6%	-12.1%	-0.3%
COc1ccc(NC(=O)CSc2ccc(-c3sc(C)nc3C)nn2)cc1	-23.8%	-1.4%	u
COc1ccc(-c2nc(C#N)c(NCc3cccnc3)o2)cc1OC	-29.0%	-23.0%	-24.6%
CN1CCN(C2=Nc3cc(F)ccc3Cc3ccccc32)CC1	u	x	-7.9%&-7.1%&-4.7%
O=C(NCc1ccccc1C(F)(F)F)C12CN(Cc3ccccc3)CC1C(c1ccc([N+](=O)[O-])cc1)=NO2 (stereo unspecified)	-29.4%	10.6%	-19.4%
CCc1ccccc1OCCOc1ccc(C)cc1OC	u	-6.9%	-2.2%
CCOc1ccccc1NC(=O)COc1coc(CN2CCc3ccccc32)cc1=O	u	-17.1%	-19.5%
CCCCCCSc1ccc(-c2nc3ccccn3c2NCCCC)cc1	23.1µM*	u	-23.3%

Compound profiles, as listed above. Order of values: TDP1 cell CPT | FEN1 inhibitor | KAT2A inh
`COCCNCC(=O)Nc1ccc(C)c(S(=O)(=O)N2CCCCC2)c1` in the list: 7.0% | 4.6% | -18.7%
`CN1CCN(C2=Nc3cc(F)ccc3Cc3ccccc32)CC1` in the list: u | x | -7.9%&-7.1%&-4.7%
`O=C(CN1C(=O)COc2ccccc21)N(Cc1ccc2c(c1)OCO2)CC1CCCO1` (stereo unspecified) in the list: -17.6% | -12.1% | -0.3%
`O=C(NCc1ccco1)/C(=C/c1ccc(C(F)(F)F)cc1)c1nc2ccccc2[nH]1` in the list: u | 8.3% | -3.5%

Going on with the list.
SMILES	TDP1 cell CPT	FEN1 inhibitor	KAT2A inh
COc1ccccc1/C=N/NC(=O)CC(=O)Nc1ccc(Cl)c(Cl)c1	-24.4%	-11.7%	1.1%
O=C(NC(=S)Nc1c(Cl)ccc2nsnc12)c1ccccc1F	-13.1%	9.6%	-4.8%
COc1ccccc1-c1ccc(Nc2cccc(C(C)=O)c2)nn1	u	-6.4%	0.9%
Cc1ccc(NC(=O)c2cc(S(=O)(=O)N(C)C3CCCCC3)ccc2F)cc1C	18.4µM*	-17.0%	-3.2%
Cc1ccc(CCNC(c2ccc(F)cc2)c2nnc(-c3ccccc3Cl)o2)cc1 (stereo unspecified)	u	2.1%	-5.4%
O=C(CCCN1C(=O)S/C(=C/c2ccccc2)C1=S)Nc1ccc(C(=O)O)cc1	-29.1%	-16.4%	2.5%
COc1ccc(C(=O)NC2CCCCCC2)cc1OC1CCN(C(C)=O)CC1	0.3%	-6.0%	-4.8%
Cc1cc(C)n(C(=O)CCCn2nc(C)c([N+](=O)[O-])c2C)n1	-6.9%	-0.4%	-4.9%
COCCN(C(=O)c1ccc2c(c1)C(=O)N(c1ccccc1Cl)C2=O)c1c(N)n(CC(C)C)c(=O)[nH]c1=O	-4.4%	-0.8%	x
O=P(O)(CCc1ccccn1)CN1CCOCC1	-25.9%	-5.1%	-4.1%
COc1ccc(NC(=O)Cn2c(SCc3ccc(F)cc3)nc3cccnc32)c(OC)c1	u	-18.0%	-4.5%
O=C(CCC(=O)c1ccccc1)NCc1cccc(C(F)(F)F)c1	-19.0%	-7.0%	-1.9%
CCN(CC)C(=O)CSc1nc(O)c(Cc2ccccc2)c(=O)n1-c1ccc(C)cc1	u	19.7%	-14.4%
O=C1CSC(c2ccccc2Br)N1c1ccc(Cl)cn1 (stereo unspecified)	2.4%	-0.3%	-2.4%
Cc1ccc2c(c1)/C(=C/c1ccccc1)C(=O)N2	-11.7%	12.4%	-19.1%

Four compounds drawn at random from the list so far, as already listed:
SMILES	TDP1 cell CPT	FEN1 inhibitor	KAT2A inh
O=C1CSC(c2ccccc2Br)N1c1ccc(Cl)cn1 (stereo unspecified)	2.4%	-0.3%	-2.4%
Cc1ccc(CCNC(c2ccc(F)cc2)c2nnc(-c3ccccc3Cl)o2)cc1 (stereo unspecified)	u	2.1%	-5.4%
Cc1ccc(NC(=O)c2cc(S(=O)(=O)N(C)C3CCCCC3)ccc2F)cc1C	18.4µM*	-17.0%	-3.2%
COc1ccc(C(=O)NC2CCCCCC2)cc1OC1CCN(C(C)=O)CC1	0.3%	-6.0%	-4.8%

More records follow:
SMILES	TDP1 cell CPT	FEN1 inhibitor	KAT2A inh
Cc1ccc(C(=O)NCCc2nnc3ccc(NCc4ccc5c(c4)OCO5)nn23)cc1	u	-1.5%	-3.9%
Fc1ccc(NC(=S)Nc2ccc3nccnc3c2)cc1	16.4µM*	u	-0.8%
N#C/C(=C/c1ccc(-c2cccc([N+](=O)[O-])c2)o1)C(=O)Nc1nc(-c2cccs2)cs1	-21.2%	7.4%	x
CSc1ncc(Cl)c(C(=O)Nc2ccccc2[N+](=O)[O-])n1	1.2%	3.9%	0.2%
CNS(=O)(=O)c1cc(OC)ccc1OC	u	-1.6%	2.9%
O=S(=O)(NCc1ccccc1Cl)c1ccc(-n2cccn2)cc1	u	-20.2%	-1.3%
CN(C)c1ccc(C(C(=O)NC(C)(C)C)N(C(=O)c2csnn2)C2CC2)cc1 (stereo unspecified)	-18.7%	-13.4%	-0.4%
CCSc1nnc(SCC(=O)c2c(N)n(C)c(=O)n(C)c2=O)s1	u	-12.9%	-5.0%
Cc1ccc(C)c(Cn2cnc3c(cnn3C(C)(C)C)c2=O)c1	-112.5%	-2.3%	-9.9%
NC(=O)C1CCN(c2cc(Cl)ccc2[N+](=O)[O-])CC1	13.9%	6.3%	-17.3%
Cc1cc(N2CCOCC2)nc(SCC(=O)OCc2ccccc2)n1	6.3%	-4.7%	-9.0%
Cn1c(=O)c2c(nc(CN3CCN(C(=O)c4ccco4)CC3)n2Cc2ccccc2)n(C)c1=O	-19.5%	-1.7%	-4.5%
Cc1ccc(S(=O)(=O)N(CC(=O)Nc2cccc([N+](=O)[O-])c2)Cc2ccc(Cl)cc2)cc1	u	-15.5%	-11.5%
c1cn(CCCNc2ncnc3nc[nH]c23)cn1	-0.6%	-4.0%	-5.1%
COc1ccc(-c2cc(=O)oc3cc(OC(C)C(=O)NCCCn4ccnc4)ccc23)cc1 (stereo unspecified)	18.4µM*	-5.3%	4.2%
COc1ccc(OCCCCn2c(-c3ccc(Cl)cc3)nc3ccccc3c2=O)cc1	-27.0%	15.6%	2.4%
CN(C)C(=O)CCc1ccc2c3c([nH]c2c1)[C@]1(CCC2CCCC2)[C@@H](C(=O)N2CCOCC2)C[C@H](CC(=O)NCCCn2ccnc2)C(=O)N1CC3	0.4%	-4.5%	-0.6%
O=C(COC(=O)c1ccc([N+](=O)[O-])o1)NC1CCS(=O)(=O)C1 (stereo unspecified)	-9.1%	u	-14.2%
O=C(OCC(=O)c1c[nH]c2ccccc12)c1cc2ccccc2cc1O	-15.5%	-2.0%	-8.4%
NC(=O)c1cc(S(=O)(=O)N2CCN(c3ccc(F)cc3)CC2)cs1	-12.8%	-0.2%	16.0%
CC(=O)Nc1ccc2nc(CN3CCN(CC(C)C)C(CCO)C3)ccc2c1 (stereo unspecified)	-6.7%	5.1%	0.0%
CSCC[C@H](NC(=O)[C@H](Cc1ccccc1)n1c(=O)[nH]c2ccccc2c1=O)C(=O)NCC1CCC(C(=O)O)CC1 (stereo partly specified)	-0.2%	19.1%	-21.6%
CC(C)c1ccc(CNc2ccc(N3CCOCC3)cc2)cc1	-27.2%	-15.6%	-2.5%
O=C(CCN1CCN(c2ccccc2F)CC1)Nc1cccc(F)c1	u	10.4%	-8.8%
Cc1cc(SCC(N)=O)nc(SCC(=O)c2ccccc2)n1	-11.7%	-4.3%	-3.0%
CNC(C)C(=O)NC(C(=O)N1CCCC1C(=O)Nc1ccc2ncccc2c1)C(C)C (stereo unspecified)	11.8%	-3.5%	-7.4%
CC1CCCCN1C(=O)COC(=O)c1ccc(S(C)(=O)=O)c([N+](=O)[O-])c1 (stereo unspecified)	2.24µM*	15.3%	x
CN(C(=O)c1c(Cl)cnn1C)C12CC3CC(CC(C3)C1)C2	6.3%	5.3%	1.5%
O=C(NC1CC1)c1cc(-c2ccccn2)nc2ccccc12	-0.9%	-1.2%	-1.5%
CC(NC(=O)Nc1ccc([N+](=O)[O-])cc1)C(c1cccs1)N1CCCC1 (stereo unspecified)	-17.7%	1.1%	-5.9%
CC1CCN(C(=O)c2cc(-c3ccco3)on2)CC1	1.3%	-4.1%	-5.8%
